Screening results deposited in PubChem by several laboratories.
CHRM4 PAM: human M4 muscarinic receptor positive allosteric modulators, primary screen, CHO-K1 cells, Fluo-8 calcium fluorescence. Muscarinic acetylcholine receptor M4 (Homo sapiens), P08173. CHO-K1 hM4/Gqi5, ACh EC20; 0% = ACh EC20, 100% = maximal ACh. activation, % at 3 µM. 360,000 compounds, 0.4% hits. AID 624126, 2012;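 active = activation above its plate's cutoff, the mean activation of sample wells plus 3 SD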; also: some results filed as inactive read as strong as hits
CHRM1 PAM: human M1 muscarinic receptor positive allosteric modulators, primary screen, CHO-K1 cells, Fluo-8 calcium fluorescence, 1536-well; Muscarinic acetylcholine receptor M1 (Homo sapiens), P11229; CHO-K1 hM1, ACh EC20; 0% = ACh EC20, 100% = maximal ACh; activation, % at 3 µM; 360,000 compounds, 0.088% hits; AID 588819, 2011; in the data active = activation above about 19%, passing the limit was not always enough
Target sequence (P11229 whole entry, looked up): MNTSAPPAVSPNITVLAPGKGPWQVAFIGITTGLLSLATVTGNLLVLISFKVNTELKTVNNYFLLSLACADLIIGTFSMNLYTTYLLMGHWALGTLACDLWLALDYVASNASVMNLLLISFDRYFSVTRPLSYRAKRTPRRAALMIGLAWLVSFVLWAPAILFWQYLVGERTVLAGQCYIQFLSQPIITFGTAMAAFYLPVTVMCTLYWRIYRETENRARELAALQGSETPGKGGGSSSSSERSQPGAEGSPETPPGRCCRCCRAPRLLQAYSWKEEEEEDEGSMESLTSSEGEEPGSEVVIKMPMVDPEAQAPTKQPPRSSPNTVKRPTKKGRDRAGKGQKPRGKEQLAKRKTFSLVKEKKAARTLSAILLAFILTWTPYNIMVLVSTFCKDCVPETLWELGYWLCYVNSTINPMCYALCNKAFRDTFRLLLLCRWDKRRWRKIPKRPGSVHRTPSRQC
M5 ag: human M5 muscarinic receptor agonists, primary screen, CHO-K1 cells, Fluo-8 calcium fluorescence. CHO-K1 hM5 cells; 0% DMSO wells, 100% maximal acetylcholine response. 360,000 compounds, 0.19% hits. AID 624037, 2012. Muscarinic acetylcholine receptor M5 (Homo sapiens), P08912. activation, % at 3 µM;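 active = activation above the run's mean over test compounds plus 3 SD, cut at about 23% in these data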;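 also: signal is peak over basal fluorescence ratio across the kinetic read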
Target sequence (P08912 whole entry, looked up): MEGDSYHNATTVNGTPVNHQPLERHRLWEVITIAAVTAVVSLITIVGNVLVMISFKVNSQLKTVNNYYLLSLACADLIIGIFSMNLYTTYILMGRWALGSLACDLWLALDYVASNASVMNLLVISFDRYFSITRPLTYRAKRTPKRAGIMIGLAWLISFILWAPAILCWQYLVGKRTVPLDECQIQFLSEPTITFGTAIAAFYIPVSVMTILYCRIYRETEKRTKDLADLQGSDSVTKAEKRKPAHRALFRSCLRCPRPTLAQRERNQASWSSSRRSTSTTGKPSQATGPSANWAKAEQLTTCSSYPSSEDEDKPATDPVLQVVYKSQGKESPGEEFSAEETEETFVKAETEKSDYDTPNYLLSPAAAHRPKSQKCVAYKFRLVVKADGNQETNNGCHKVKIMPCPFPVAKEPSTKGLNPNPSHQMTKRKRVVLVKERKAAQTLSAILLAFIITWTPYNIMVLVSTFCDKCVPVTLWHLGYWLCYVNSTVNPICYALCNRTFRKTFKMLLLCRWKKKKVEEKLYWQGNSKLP
M5 PAM: human M5 muscarinic receptor positive allosteric modulators, primary screen, CHO-K1 cells, Fluo-8 calcium fluorescence; Muscarinic acetylcholine receptor M5 (Homo sapiens), P08912; CHO-K1 hM5, ACh EC20 PAM; 0% = ACh EC20, 100% = ACh EC100; activation, % at 3 µM; 360,000 compounds, 0.3% hits;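 active = activation above the run cutoff, the mean activation of all test compounds plus 3 SD, cut at about 18% in these data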
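Probe or stimulus: acetylcholine, EC20 level; Assay system: human M5 receptor in CHO-K1 cells; Schedule: compound preincubation 140 s before EC20 acetylcholine addition; Technique: intracellular calcium via Fluo-8 fluorescence; Dosing: single-point, 3 µM nominal; Read-out basis: percent activation from peak-over-basal fluorescence ratio, scaled EC20-to-EC100 acetylcholine; Repeats: one well per compound, no replicates.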
CHRM4 agonist: human M4 muscarinic receptor agonists, primary screen, CHO-K1 cells, Fluo-8 calcium fluorescence; Muscarinic acetylcholine receptor M4 (Homo sapiens), P08173; CHO-K1 hM4/Gqi5; vehicle 0%, full acetylcholine response 100%; activation, % at 3 µM; 360,000 compounds, 0.14% hits; AID 624127, 2012;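 active = activation above the run mean over all test wells plus 3 SD, cut at about 32% in these data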;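 also: peak over basal fluorescence ratio per well then scaled between controls; 0% = DMSO wells and 100% = acetylcholine at EC100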
CHRM4 antagonist: human M4 muscarinic receptor antagonists, primary screen, CHO cells, Fluo-8 calcium fluorescence. Muscarinic acetylcholine receptor M4 (Homo sapiens), P08173. CHO-hM4 cells, ACh EC80. inhibition, % at 3 µM. 360,000 compounds, 0.73% hits. AID 624125, 2012;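 active = inhibition above its plate's cutoff, the mean inhibition of sample wells plus 3 SD, cut at about 27% in these data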;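 also: 0% = acetylcholine EC80 with DMSO and 100% = DMSO without agonist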
CRFR2-BP antag: antagonists of CRF-BP/CRF-R2 complex, primary screen, cell-based, HEK293, calcium dye fluorescence, uHTS; inhibition, % at 11.8 µM; 350,000 compounds, 0.59% hits; CRF-induced calcium fluorescence; AID 588475, 2011;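 active = inhibition of the ligand-induced calcium signal above about 50% at the single tested concentration, limit read from the data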
CHRM5 antagonist: human M5 muscarinic receptor antagonists, primary screen, CHO cells, Fluo-8 calcium fluorescence; Muscarinic acetylcholine receptor M5 (Homo sapiens), P08912; CHO-hM5 cells, ACh EC80; inhibition, % at 3 µM; 360,000 compounds, 0.59% hits; AID 624040, 2012;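 active = inhibition above a per-plate cutoff, the mean of that plate's test compounds plus 3 SD, cut at about 27% in these data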;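 also: 0% = acetylcholine EC80 with DMSO and 100% = DMSO without agonist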
CRFR2-BP ag: agonists of CRF-BP/CRF-R2 complex, primary screen, cell-based, HEK293, calcium dye fluorescence, uHTS | calcium dye fluorescence (FLIPR); percent of saturating CRF peptide response | 350,000 compounds, 0.46% hits | AID 588473, 2011 | activation, % at 13.2 µM | CRF-binding protein / CRF receptor 2 complex (human);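 active = activation of at least 50%, plus an integration ratio under a set limit after plate pattern correction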;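 also: plate controls were neutral control wells without compound for no effect and CRF at EC100 for full effect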
* marks the source's active call; other numbers are inactive results; . = not tested or not shown.

SMILES	CHRM4 PAM	CHRM1 PAM	M5 ag	M5 PAM	CHRM4 agonist	CHRM4 antagonist	CRFR2-BP antag	CHRM5 antagonist	CRFR2-BP ag
CC1CCCCN1CCCNC(=O)c1ccc2nc(N3CCCCC3)sc2c1 (configuration not stated)	-10	-12	-4	-4	-1	15	-2	2	-0.7
CN1CCN(S(=O)(=O)c2ccc(NC(=S)NC(=O)C3CCCCC3)cc2)CC1	3	9	0	-7	2	-2	-18	-3	0.0
C=CCNC(=O)CC1C(=O)NCCN1Cc1ccc(-c2ccccc2)cc1 (configuration not stated)	5	3	-3	0	1	-8	19	4	3.1
CS(=O)(=O)Nc1cccc2cccnc12	7	1	-3	-1	2	-5	5	-2	-1.5
CCOc1ccc(Cn2c(=O)sc3ccccc32)cc1	1	9	-9	-1	-3	-9	14	7	-0.1
COC(=O)[C@@]12CCCN1[C@H](c1ccc(-c3ccccc3)c(OC)c1)[C@H]1C(=O)N(C)C(=O)[C@H]12	7	10	2	2	4	5	-5	8	-1.6
COC(=O)CSc1nnc(CNc2nc(-c3ccccc3)cs2)n1C	6	8	0	-1	1	9	6	-6	-1.8
O=C(O)CCC(=O)Nc1ccc(SSc2ccc(NC(=O)CCC(=O)O)cc2)cc1	2	18	-3	-1	2	0	-6	-5	0.1
CNc1nc(NCc2cccc(OC)c2)c2sccc2n1	-7	-5	9	-13	11	1	.	6	.
OCC[C@@H]1C[C@@H](O)[C@H](O)[C@]2(CCCc3ccccc3O2)O1	9	-10	2	7	2	8	-3	3	-0.4
O=C(CCN1CCN(Cc2ccccc2)CC1)NNC(=O)Nc1cccc(Cl)c1	6	17	-1	5	3	-1	-6	10	0.0
COc1ccc(Br)cc1CNC(=O)CCC(=O)N1CCSc2ccccc21	1	2	3	-3	9	-16	4	2	1.3
CCOc1ccc(CN(C)c2nc(-c3cccnc3)nc3ccccc23)cc1OC	-11	1	-4	-2	6	-10	-14	7	1.2
Nc1cc(C(F)(F)F)ccc1C(=O)O	7	4	-1	5	2	-10	.	-11	.
CCOC(=O)C1=CCN(S(=O)(=O)c2ccccc2C)C1c1ccc(F)cc1 (configuration not stated)	-4	-1	-6	-5	1	-6	.	4	.
Cc1ccc(C(=O)Nc2nc3ccc(S(C)(=O)=O)cc3s2)cc1C	3	3	-2	-1	0	-7	13	7	-5.9
O=C(Cn1ccc2ccccc2c1=O)NCC1COc2ccccc2O1 (configuration not stated)	3	11	-1	4	1	4	-9	0	-0.6
Cc1nn(Cc2ccccc2Cl)c(C)c1NC(=O)c1ccn(C)n1	8	13	-1	-5	1	1	21	6	-2.7
O=c1c2ccccc2c2ccccc2c(=O)n1Cc1ccc2c(c1)OCO2	1	-1	-1	-2	-1	-9	8	1	1.9
COc1ccc(/C=C/C(=O)NC(=S)NNC(=O)c2cccnc2)cc1	-2	11	1	-3	3	4	-9	1	-0.7
O=S(=O)(Nc1cccc(-n2cnnn2)c1)c1ccc(Cl)nc1	0	13	-2	-1	2	-4	-4	10	0.4
COc1c(-c2ccccc2)oc2c(ccc3occc32)c1=O	10	14	-4	-12	1	-2	2	5	1.1
Cc1ccnc(N2CCC(C(=O)NCc3ccc4c(c3)OCO4)CC2)n1	0	-2	-1	2	1	-6	-8	-2	2.0
CC1=NN(C(=O)c2ccccc2Br)C(O)(c2ccc(Cl)cc2)C1 (configuration not stated)	2	0	-7	1	0	4	27	-6	-2.0
COc1ccc(N=Cc2ccccc2O)cc1	1	6	0	1	1	-3	7	5	1.2
c1ccc(CC(Cc2ccccc2)c2ccccn2)cc1	-2	1	-6	-3	-1	7	1	17	2.7
Clc1cccc(-c2sc(Nc3ccccc3)n[n+]2-c2ccccc2)c1Cl	-6	-3	3	-18	7	4	-11	3	0.1
COc1ccc(N2CCN(C(=O)c3cc(=O)c4cc(C)c(C)cc4o3)CC2)cc1	3	8	-3	-8	0	-6	111*	16	-0.9
CN(C)/C=C1\C=C(c2ccccc2)OC1=O	2	7	-5	16	1	-2	10	-6	-1.7
CCOC(=O)N1CCN(S(=O)(=O)c2ccc3c(c2)SC(C)C(=O)N3)CC1 (configuration not stated)	-11	-1	6	-13	8	10	12	10	-4.1
O=C(CN1c2ccccc2S(=O)(=O)c2ccccc21)NCc1ccc(F)cc1	-7	-4	1	-3	6	6	-11	8	0.1
CCOc1ccc(CCNC(=O)C(C)n2nc(C)c3c(C)n(-c4ccccc4)nc3c2=O)cc1 (configuration not stated)	6	5	-8	0	2	-7	-24	17	0.3
COc1ccccc1C(=O)Nc1cc2c(cc1C(=O)O)OCCCO2	2	8	-1	-1	0	-11	-10	14	-0.6
Cc1ccc(S(=O)(=O)N2CCCCC2)cc1NC(=O)C1CC(=O)N(Cc2ccco2)C1 (configuration not stated)	5	-6	0	-11	0	-24	-2	11	1.0
CCN(C(=O)CCc1ccccc1)C1CCCCC1	1	6	-1	0	0	4	-4	2	0.4
ClCc1c2ccccc2cc2ccccc12	-12	-18	-2	-18	0	-4	-12	17	5.7
CCC(C)(C)NC(=O)C(c1cccc(OC)c1OC)N(Cc1ccc(OC)cc1)C(=O)CCC(=O)Nc1cc(C)on1 (configuration not stated)	-1	12	-4	3	1	10	13	8	-0.2
O=C(/C=C/N1CCOCC1)c1cc2ccccc2o1	1	-10	-1	-3	1	1	-5	-2	-0.2
O=[N+]([O-])c1cc(C(F)(F)F)cc([N+](=O)[O-])c1N1CCN(S(=O)(=O)c2ccccc2)CC1	-4	6	-3	-4	2	5	-13	1	-0.6
COc1ccccc1NC(=O)CCSc1ccc(C)cc1	7	2	-3	6	-1	-8	4	-8	1.3
Cc1ccc2nc(-c3ccc(NC(=O)c4cccnc4)cc3)oc2c1	-9	-3	12	-9	25	13	-1	-2	-0.3
Cc1cc(C)cc(OCC(=O)Nc2ccncc2)c1	-9	-10	1	-10	10	-8	2	2	-0.5
O=C(c1ccccc1)N1CCC(CC2CC(c3cccc(Br)c3)=NO2)(C(=O)NCC2CCCCC2)CC1 (configuration not stated)	6	11	-1	-3	2	-13	-7	2	-1.1
COc1ccccc1CCNS(=O)(=O)CCNC(=O)c1ccc2c(c1)OCO2	11	5	0	-2	2	-17	9	1	-1.1
CCCCCCSC1=C(C#N)C(=O)NC2(CCCCC2)S1	1	2	5	2	1	0	5	1	4.9
NC(c1csc(Nc2ccccn2)n1)c1ccccc1Cl (configuration not stated)	2	4	1	2	5	-23	.	-5	.
O=C(O)c1ccccc1C(=O)OCCc1cc2ccccc2c(=O)o1	4	0	2	3	0	2	-8	8	2.3
O=C1C(=O)N(CCCn2ccnc2)C(c2ccc([N+](=O)[O-])cc2)/C1=C(\O)c1ccc2c(c1)OCCO2 (configuration not stated)	2	1	0	-4	0	-7	3	-1	-0.2
COC(=O)C1=C(N)Oc2cc(C)n(CCCn3ccnc3)c(=O)c2C1c1cccc(Cl)c1 (configuration not stated)	0	-11	-7	-2	1	0	-8	-1	-4.3
O=C(Nc1ccc(F)cc1F)c1cc(-c2ccc3c(c2)OCO3)on1	-1	9	-2	2	1	-2	-6	8	1.5
O=C(Nc1ccccc1)c1ccccc1NC(=O)C1CCCCC1	-3	-4	-2	-1	0	12	-40	-2	7.1
COc1cccc(C(=O)OC2CCCN(C)C2)c1 (configuration not stated)	-4	1	-8	-2	0	-3	10	-6	0.4
Cc1nc2c(=O)n(C)c(=O)[nH]c2n1Cc1ccccc1	7	8	-1	4	1	-3	4	0	-0.3
CCC1Cc2[nH]c(=S)[nH]c(=O)c2C(c2ccc(F)cc2)O1 (configuration not stated)	-1	3	2	5	0	3	.	6	.
COc1cc2nc(N(CCCN(C)C)C(=O)c3ccc(S(=O)(=O)N4CCc5ccccc54)cc3)sc2cc1OC	-1	8	1	-6	4	0	-13	2	12
CC(=O)N1CCN(c2ccc(NC(=O)c3ccc(Cl)c([N+](=O)[O-])c3)cc2)CC1	-5	-10	2	-4	10	8	16	12	-1.0
CCN(CC(=O)Nc1cccc(F)c1)Cc1nc2ccccc2c(=O)[nH]1	-5	0	1	3	2	0	-6	9	-0.9
CN=c1scc(-c2ccccc2F)n1/N=C/c1ccc[nH]1	1	-10	0	6	5	10	-25	-4	0.6

Arranged by SMILES length (high to low): some entries from above.
SMILES	CHRM4 PAM	CHRM1 PAM	M5 ag	M5 PAM	CHRM4 agonist	CHRM4 antagonist	CRFR2-BP antag	CHRM5 antagonist	CRFR2-BP ag
COc1cc2nc(N(CCCN(C)C)C(=O)c3ccc(S(=O)(=O)N4CCc5ccccc54)cc3)sc2cc1OC	-1	8	1	-6	4	0	-13	2	12
CC(=O)N1CCN(c2ccc(NC(=O)c3ccc(Cl)c([N+](=O)[O-])c3)cc2)CC1	-5	-10	2	-4	10	8	16	12	-1.0
COC(=O)C1=C(N)Oc2cc(C)n(CCCn3ccnc3)c(=O)c2C1c1cccc(Cl)c1 (configuration not stated)	0	-11	-7	-2	1	0	-8	-1	-4.3
CCN(CC(=O)Nc1cccc(F)c1)Cc1nc2ccccc2c(=O)[nH]1	-5	0	1	3	2	0	-6	9	-0.9
O=C(Nc1ccc(F)cc1F)c1cc(-c2ccc3c(c2)OCO3)on1	-1	9	-2	2	1	-2	-6	8	1.5
O=C(O)c1ccccc1C(=O)OCCc1cc2ccccc2c(=O)o1	4	0	2	3	0	2	-8	8	2.3
CN=c1scc(-c2ccccc2F)n1/N=C/c1ccc[nH]1	1	-10	0	6	5	10	-25	-4	0.6
O=C(Nc1ccccc1)c1ccccc1NC(=O)C1CCCCC1	-3	-4	-2	-1	0	12	-40	-2	7.1
NC(c1csc(Nc2ccccn2)n1)c1ccccc1Cl (configuration not stated)	2	4	1	2	5	-23	.	-5	.
COc1cccc(C(=O)OC2CCCN(C)C2)c1 (configuration not stated)	-4	1	-8	-2	0	-3	10	-6	0.4
